# ABHD5 PLIN5 PPI: inhibitors of human ABHD5-perilipin-5 interaction | Q00G26+Q8WTS1 | Split G. princeps luciferase complementation, luminescence, 4 h | inhibition, % at 4 µM | 360,000 compounds, 0.78% hits | AID 602281;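 active = inhibition above the mean inhibition across every tested compound plus 3 SD, cut at about 22% in these data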;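 note: 0% = DMSO only wells and the 100% control is not disclosed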
# MC4R antagonist: blocks human MC4R cAMP signaling; P32245; 360,000 compounds, 0.48% hits; inhibition, % at 6.5 µM; MC4R-expressing cells, MTII-stimulated cAMP, LANCE TR-FRET;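 active = inhibition above its plate's cutoff, the mean of tested wells on that plate plus 3 SD, cut at about 29% in these data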;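 note: 0% = Melanotan II alone and 100% = Melanotan II plus saturating MCL0020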
# Target sequence (P32245 whole entry, looked up): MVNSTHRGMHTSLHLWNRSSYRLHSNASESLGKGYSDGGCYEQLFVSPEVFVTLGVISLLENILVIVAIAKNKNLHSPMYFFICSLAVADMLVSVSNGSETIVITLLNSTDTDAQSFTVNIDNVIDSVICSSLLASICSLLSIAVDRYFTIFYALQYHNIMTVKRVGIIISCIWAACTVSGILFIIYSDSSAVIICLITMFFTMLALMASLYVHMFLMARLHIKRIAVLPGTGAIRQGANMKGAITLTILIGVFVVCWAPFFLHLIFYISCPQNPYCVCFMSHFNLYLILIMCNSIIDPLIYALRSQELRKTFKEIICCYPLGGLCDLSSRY
#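 System: U2OS-MC4R stable cell line; Technique: Eu-cAMP/anti-cAMP TR-FRET, emission 671 nm; Repeats: single well per compound; Also added: Melanotan II; Dosing: one concentration, 6.5 µM nominal; Schedule: 30-min compound, 1-h challenge, 1-h detection, room temperature.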
# MC4R ag barr: human MC4R agonism via beta-arrestin; P32245; U2OS MC4R beta-arrestin complementation, luminescence; percent of melanotan II response, DMSO zero; activation, % at 8.9 µM; 360,000 compounds, 0.98% hits;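 active = activation above a per-plate cutoff, the mean activation of sample wells on that plate plus 3 SD, cut at about 8% in these data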
# TLR9-MyD88 block: inhibitors of human TLR9-MyD88 binding; CHO BLA complementation TLR9-MyD88, CCF4 FRET ratio; inhibition, % at 4.98 µM; 340,000 compounds, 0.21% hits; AID 504734;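 active = inhibition above the mean over all tested compounds plus 3 SD, cut at about 21% in these data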;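 note: 0% = DMSO only wells and 100% = clavulanate BLA inhibitor control wells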
# ABCB6 inh MLPCN: human ABCB6 transporter inhibition; Q9NP58; K562-ABCB6 porphyrin accumulation, flow cytometry, 1 h; active compounds read low; fluorescence ratio to DMSO, % at 10 µM; 360,000 compounds, 0.19% hits; AID 602162;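 active = fluorescence ratio to DMSO below 75%, the collection mean minus 3 SD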;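 note: signal is porphyrin accumulated inside mitochondria; 100% equals median channel fluorescence of DMSO control wells; lower ratio means ABCB6 inhibition with less porphyrin fluorescence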
# SRC2 inh: inhibits human steroid receptor coactivator 2; HEK293 GAL4-SRC2 luciferase reporter, luminescence; inhibition, % at 9 µM; 370,000 compounds, 0.17% hits; AID 651957;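 active = inhibition above the mean inhibition of all tested compounds plus 3 SD, set per campaign, cut at about 52% in these data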;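 note: 0% = DMSO treated cells and 100% = cells given Gossypol at 36 µM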
# Glyco luc inh: N-linked glycosylation inhibition; 360,000 compounds, 0.23% hits; D54 ERlucT glycosylation luciferase reporter, 24 h; percent of 100 nM tunicamycin response; reporter increase, % at 12.5 µM;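 active = mean luciferase reporter signal, scaled so untreated is 0 and the glycosylation-blocking control 100, at or above a set limit in every replicate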;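 note: luciferase carries N-glycosylation sites so blocking glycosylation raises the light; 0% = median of neutral control wells and 100% = median of 100 nM tunicamycin wells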
# m5-HT2A agonist: agonists of mouse serotonin 5-HT2A receptor (HTR2A) | P35363 | CHO-K1 mHTR2A beta-arrestin complementation, luminescence; percent of 30 µM serotonin response | activation, % at 7.6 µM | 360,000 compounds, 0.66% hits | AID 624169;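 active = activation above a run cutoff, the mean activation of all tested compounds plus 3 SD, cut at about 14% in these data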;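 note: 0% = plate median of compound wells and 100% = 30 µM serotonin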
# H9c2 protect: modulators protecting cardiomyocytes from myocardial damage; H9c2 cardiomyocytes, H2O2 injury protection, ATPLite, 2 h; protection from H2O2 cell death, % at 20 µM; 360,000 compounds, 0.63% hits; AID 588492;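 active = compounds giving at least 50% protection of heart cells from peroxide-induced death in the single-dose screen, raw or plate-pattern-corrected value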;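 note: 0% = DMSO wells with peroxide and 100% = DMSO wells without peroxide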
# NOD2 RIPK2 PPI: blocks binding of human NOD2 to RIPK2; inhibition, % at 4.98 µM; O43353; 360,000 compounds, 0.38% hits; CHO BLA complementation NOD2-RIPK2, CCF4 ratio; AID 624267; in the data active = inhibition above about 21%;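 note: 0% = vehicle only and 100% = reference blocker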
# Target sequence (O43353 whole entry, looked up): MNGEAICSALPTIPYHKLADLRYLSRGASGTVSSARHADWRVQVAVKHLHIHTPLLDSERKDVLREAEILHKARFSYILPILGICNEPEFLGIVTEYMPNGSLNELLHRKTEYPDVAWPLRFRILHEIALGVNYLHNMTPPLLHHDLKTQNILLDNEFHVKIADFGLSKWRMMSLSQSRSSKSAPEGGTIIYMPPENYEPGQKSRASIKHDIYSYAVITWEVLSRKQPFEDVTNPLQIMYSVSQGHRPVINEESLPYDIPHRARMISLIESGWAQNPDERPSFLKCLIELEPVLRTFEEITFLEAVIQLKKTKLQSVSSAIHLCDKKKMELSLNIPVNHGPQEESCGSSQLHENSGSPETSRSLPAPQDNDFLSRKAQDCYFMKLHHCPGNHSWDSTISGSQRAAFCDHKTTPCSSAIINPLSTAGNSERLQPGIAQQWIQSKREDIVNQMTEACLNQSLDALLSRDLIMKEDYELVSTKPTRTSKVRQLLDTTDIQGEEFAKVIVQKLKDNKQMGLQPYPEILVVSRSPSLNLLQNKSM
# Numbers without * were called inactive; / = no result given. These rows are one share of the data; count on the stated rates, not on these rows.
canonical_smiles	ABHD5 PLIN5 PPI	MC4R antagonist	MC4R ag barr	TLR9-MyD88 block	ABCB6 inh MLPCN	SRC2 inh	Glyco luc inh	m5-HT2A agonist	H9c2 protect	NOD2 RIPK2 PPI
COc1cccc(OC)c1C(=O)NC(=S)Nc1ccc2c(c1)C(=O)N(C)C2=O	1.8	-5.1	0.1	-2.3	98.0	8.8	0.9	3.8	43.0	-6.8
Cn1c(=O)c(C(=O)NNC(=O)c2ccccc2F)c(O)c2ccccc21	1.0	16.2	-1.4	9.7	105.0	-22.4	0.8	-5.6	6.7	3.2
CSc1ccc(CNc2ccc(Cl)cc2)cc1	7.2	7.1	0.6	3.0	98.0	-29.8	-3.2	1.1	-11.7	-6.3
CCc1ccc2c(c1)C1(NN=C(c3ccccc3)S1)C(=O)N2 (configuration not stated)	-32.6	-4.9	-2.3	17.1	116.0	-110.5	-6.7	-6.2	44.8	15.2
CCCn1c(SCC(=O)N(C)C2CCCCC2)n[nH]c1=O	-4.9	4.6	-2.0	0.8	101.0	22.9	-1.4	2.2	1.1	-3.7
COc1ccc2nc(NC(=O)CS(=O)(=O)c3ccc(C)cc3)sc2c1	5.7	14.3	2.9	1.4	93.0	-23.7	0.4	-5.3	14.2	-12.7
COc1ccc(CCNC(=O)CSC2=Nc3ccccc3C3=NC(C(C)C)C(=O)N23)cc1OC (configuration not stated)	5.6	-1.1	0.6	1.3	99.0	-1.9	2.2	1.4	0.4	-6.2
CSc1nc2nccc(-c3ccc(-c4ccccc4)cc3)n2n1	4.4	19.5	10.7*	-6.6	98.0	-9.6	1.2	-5.6	7.5	-6.2
CCOc1ncccc1C(=O)OCC(=O)Nc1cc(S(=O)(=O)N2CCCCC2)ccc1Cl	3.6	8.3	1.3	0.7	96.0	5.3	-2.2	-0.3	-9.8	10.5
O=C(COC(=O)/C=C/c1cccc(Br)c1)NC1CC1	-0.9	3.4	4.3	-1.5	98.0	-43.4	-0.1	6.0	-4.4	0.8
Cc1c(CCOC(=O)CC23CC4CC(CC(C4)C2)C3)sc[n+]1CC(=O)c1ccccc1	13.3	-10.7	1.6	-4.1	96.0	-6.1	-2.6	-5.7	-1.7	-2.4
C#CCn1c(=NC(=O)c2cccs2)sc2cccc(OC)c21	6.1	0.8	5.8	6.0	95.0	-25.5	-1.3	2.8	-15.7	4.5
CCOCC(=O)Nc1cc(C(=O)NCCc2ccccc2)ccc1Cl	-2.6	3.6	0.7	1.4	91.0	-78.1	-3.8	0.4	-3.1	-13.7
OC(CNc1ccccc1)Cn1ccc2ccccc21 (configuration not stated)	-0.4	1.5	-1.1	5.8	100.0	3.3	-0.7	-1.7	-1.2	-7.2
Cc1cccc(-c2ncc(S(=O)(=O)C(C)(C)C)c(N)n2)c1	-2.4	6.0	-2.4	-1.3	96.0	-22.4	0.5	-0.6	-6.5	1.4
COc1ccc2[nH]c3c(c2c1)CCNC3=O	5.1	-0.1	-0.6	-0.5	99.0	31.1	-10.7	-8.2	4.0	-9.5
COc1ccc(-c2ccc(-c3noc(-c4ccccc4C)n3)c(OC)n2)cc1	1.2	2.6	0.2	-0.5	103.0	0.2	0.9	2.6	2.7	-2.4
COc1ccc(OC)c(N(CC(=O)Nc2ccc(NC(C)=O)cc2)S(C)(=O)=O)c1	-10.1	9.7	-2.2	3.4	97.0	-8.5	3.0	0.3	7.5	-10.4
O=C1COc2ccccc2C(c2nc3ccccc3[nH]2)N1C1CC1 (configuration not stated)	6.8	/	/	/	97.0	-19.2	/	3.3	/	-7.4
CN(c1cccc(NS(=O)(=O)c2ccccc2)c1)S(C)(=O)=O	1.0	1.4	-1.6	-3.0	98.0	-42.3	-0.7	2.8	2.6	-6.5
Cc1ccc(C)n1N1C(=O)/C(=C\c2ccc(Cl)cc2)SC1=S	-2.1	2.5	0.1	-2.7	105.0	2.4	3.4	6.4	-32.2	-7.1
COc1cc(C(=O)NNC(=O)C2CSC3(C)CCC(=O)N23)cc(OC)c1OC (configuration not stated)	-4.2	5.6	-3.1	1.0	93.0	15.0	1.9	10.7	-0.6	-2.1
CCOC(=O)N1CCN(C(=O)C[C@@H]2C[C@@]3(C(=O)OC)CC(C)(C)CC=C3N(CCc3ccc(OC)c(OC)c3)C2=O)CC1	2.5	/	/	/	/	11.9	/	5.2	/	0.6
Cc1ccc(-c2ccc(=O)n(CC(=O)NCCN3C(C)CCCC3C)n2)cc1 (configuration not stated)	-0.6	24.6	0.5	1.1	102.0	10.1	-0.3	0.9	3.2	1.1
COc1cc(/C=N\NC(=O)c2ccc(-c3ccccc3)cc2)cc(Br)c1O	0.1	-2.6	7.5	0.4	100.0	15.5	0.5	0.0	9.3	0.2
COc1ccc(/C=C2/CCc3ccccc3C2=O)cc1CN1CCOCC1	4.5	5.0	-2.9	1.2	102.0	-50.6	-9.9	-0.5	-3.0	-1.3
O=C(COc1ccc([N+](=O)[O-])cc1)NCCc1nc2ccccc2[nH]1	5.5	12.9	-1.0	/	100.0	-12.0	-1.5	-1.3	-3.6	-2.1
Cc1ccc(S(=O)(=O)CCC(=O)N(CCN2CCOCC2)c2nc3ccccc3s2)cc1	0.1	16.1	-1.4	0.2	99.0	-43.0	-9.2	-3.3	-11.1	0.7
OCC1(CCc2ccccc2)CCN(Cc2cc(F)ccc2-n2cccn2)CC1	-2.6	-5.5	2.5	-8.7	100.0	3.3	-0.4	-9.1	-7.6	0.1
COc1ccc(CCc2cc(OC)cc(=O)o2)cc1	5.5	14.2	-1.5	7.3	100.0	9.7	-0.1	2.6	2.9	-3.9
Cc1ccc2oc(=O)c(/C=C(\O)C(C)(C)C)nc2c1	0.1	2.5	-2.6	5.8	103.0	-0.3	0.1	0.3	26.7	1.2
COC(=O)[C@@]12CCCN1[C@H](c1ccc(-c3cccc(Cl)c3)cc1)[C@H]1C(=O)N(C)C(=O)[C@H]12	-10.0	16.0	1.6	-1.0	104.0	7.2	0.4	0.6	-6.5	0.8
CC(C)(C)c1nnc(NC(=O)CS(=O)(=O)Cc2ccccc2)s1	1.6	3.5	-0.4	-0.9	101.0	1.8	4.9	2.9	1.1	0.2
CC(=O)Nc1cc(-c2ccccc2)nn1Cc1ccc(Cl)cc1	9.5	8.4	0.2	5.3	103.0	-8.3	-0.5	-7.3	5.3	12.9
Cc1cc2cc3c(cc2nc1SCC(=O)N1c2ccccc2CC1C)OCO3 (configuration not stated)	-2.7	-6.3	-0.6	-9.6	92.0	8.1	-1.3	3.4	-16.1	-2.9
CCc1ccc(NC(=O)NCC2CCN(c3ccc(OC)cc3)C2)cc1 (configuration not stated)	-0.6	3.3	2.2	-13.7	98.0	26.0	-3.2	-6.8	3.7	-0.8
CC(=O)Nc1ccc(/C=N/NC(=O)c2cc3cc(C)ccc3nc2C)cc1	0.0	20.1	-0.8	3.6	102.0	-7.8	-1.7	-0.3	-11.0	6.0
COc1ccc(C(=O)CSc2nnc(Cn3nnc4ccccc43)n2C)cc1	8.0	1.9	0.6	-4.1	101.0	-11.2	-0.9	3.5	4.1	-2.5
C[C@@H]1CN([C@H](C)CO)S(=O)(=O)c2ccc(-c3ccc(C(=O)N(C)C)cc3)cc2O[C@H]1CN(C)C(=O)Cc1ccccn1	0.6	3.8	1.4	2.4	91.0	-1.8	1.1	2.0	-0.5	-13.8
CC1=C(NCCc2ccccc2)CCC1=O	1.4	2.1	-0.3	11.7	100.0	12.4	1.6	5.3	-6.8	4.2
CC(NC(=S)Nc1ccc([N+](=O)[O-])cc1)c1ccncc1 (configuration not stated)	-6.8	0.6	-3.6	-2.4	101.0	22.8	-1.0	0.2	-7.5	2.1
O=C(OCC(=O)N1CCOCC1)c1cc2ccccc2oc1=O	-1.3	-4.2	-0.8	1.9	96.0	-29.3	1.3	-3.7	-3.4	18.8
CC1(C(=O)NS(=O)(=O)Cc2ccccc2C(F)(F)F)CCN1C(=O)c1ccco1 (configuration not stated)	6.1	-2.0	0.7	/	94.0	34.6	2.6	2.9	10.3	-20.0
O=S(=O)(NCc1csc(-c2cccnc2)n1)c1cccs1	6.9	4.1	-0.6	-5.7	99.0	-21.8	-5.3	-3.9	7.3	-6.3
CN1c2cccc3cccc(c23)N(C)C1(C)C	-20.4	-7.8	-3.4	-0.6	103.0	-28.1	-6.8	-1.3	-3.2	-3.2
CC(C)N(C(=O)[C@H]1C[C@H](CC(=O)NCC23CC4CC(CC(C4)C2)C3)C(=O)N2CCc3c([nH]c4cc(-c5ccco5)ccc34)[C@]12C)C(C)C	4.4	4.7	2.6	-20.1	100.0	18.8	-5.2	3.1	10.1	-4.8
COc1ccc2oc(C(=O)N3CCN(C/C=C/c4ccccc4)CC3)c(C)c2c1	-3.2	-1.6	1.1	-15.7	97.0	-40.1	-2.2	-4.4	0.5	6.0
COC(=O)COc1ccc2c(=O)c(-c3ccccc3OC)coc2c1	-2.4	17.2	-2.2	-9.0	103.0	-10.0	0.0	2.9	-7.7	-5.8
OCc1cn(-c2ccccc2)nc1-c1ccc2c(c1)OCCO2	-1.6	-7.5	-0.3	-1.5	85.0	-54.5	-1.1	-2.9	2.5	-6.0
Cc1ccc(NCC(=O)Nc2c(C)n(C)n(-c3ccccc3)c2=O)cc1S(=O)(=O)N(C)C	-2.1	6.0	-0.1	6.3	101.0	8.3	0.3	-0.1	-1.8	-12.4
Cc1ccccc1C(=O)Nc1ccc(N2CCOCC2)nc1	-3.2	4.6	-1.2	-23.2	103.0	-50.3	1.5	0.3	-0.6	-3.5
CCC(C)[C@@H](CN(N=O)[C@@H](Cc1ccccc1)CN(C)N=O)N(CCc1ccccc1)N=O (some centres not stated)	1.7	4.7	2.9	2.4	98.0	/	-6.3	1.3	-3.2	8.1
S=C(NCCc1ccc(Cl)cc1)NC1CC1	-5.3	13.2	1.7	-0.4	98.0	-5.5	1.3	6.4	-12.0	-0.2
Cc1cccc(-c2nnc(SCc3nc4ccccc4[nH]3)n2Cc2ccco2)c1	7.2	10.3	-0.1	1.9	98.0	-18.2	-1.4	-4.1	1.0	-2.3
Cc1cccc(C)c1Nc1nc2ccccc2o1	0.3	2.6	-0.4	6.3	99.0	6.8	0.9	2.3	-0.6	-22.6
O=C(CN1C(=O)COc2ccccc21)NCCN1CCCC1	4.1	2.5	-0.7	-8.6	102.0	-18.4	-0.1	4.6	5.6	0.5

# From PubChem
